# Bioassay records as filed in PubChem.
# EBI2 block: blocks human EBI2 receptor beta-arrestin signaling; P32249; EBI2 beta-arrestin recruitment, luminescence, 7a,25-OHC stimulated; inhibition, % at 5 µM; 0.81% of 360,000 active; in the data active means inhibition above about 38%;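 further: enzyme fragment complementation signal reports receptor beta-arrestin coupling in cells; 0% = agonist plus DMSO wells and 100% = wells without agonist; some results beyond the cut were filed as inactive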
# Target sequence (P32249 whole entry, looked up, the tested form may be a part): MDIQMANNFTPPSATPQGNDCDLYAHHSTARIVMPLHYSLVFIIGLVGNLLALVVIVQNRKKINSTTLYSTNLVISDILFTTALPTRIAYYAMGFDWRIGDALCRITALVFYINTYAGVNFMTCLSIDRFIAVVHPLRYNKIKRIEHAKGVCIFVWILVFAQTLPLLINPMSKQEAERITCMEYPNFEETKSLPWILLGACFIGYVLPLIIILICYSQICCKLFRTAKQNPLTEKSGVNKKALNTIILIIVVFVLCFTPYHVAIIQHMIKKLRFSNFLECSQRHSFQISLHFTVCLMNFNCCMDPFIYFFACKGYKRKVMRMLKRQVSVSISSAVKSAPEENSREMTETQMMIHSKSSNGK
# CCR6 antag: CCR6 (human) receptor antagonism; CHO-K1 CCR6 PathHunter beta-arrestin, luminescence, CCL20-stimulated; AID 493098; inhibition, % at 20 µM; 0.49% of 340,000 active; P51684;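 active means compounds whose inhibition of the agonist-driven luminescence signal at 20 µM reaches about 50%, limit read from the data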;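 further: cells stimulated with CCL20 at 14 nM final; plate controls were DMSO with CCL20 for no effect and DMSO without agonist for full effect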
# MPTP block: blocks calcium-induced mitochondrial swelling. isolated mouse mitochondria, Ca2+ swelling absorbance, 30 min. inhibition, % at 10 µM. 1.4% of 360,000 active. AID 602449;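 active means inhibition of 50% or more, scaled per plate between neutral and stimulator controls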;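 further: 0% = DMSO wells given calcium and 100% = 1 mM EGTA wells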
# CXCR6 inh: inhibitors of human CXCR6 receptor; AID 602244; O00574; 0.36% of 360,000 active; CHO-K1 PathHunter CXCR6 beta-arrestin, luminescence; inhibition, % at 20 µM; in the data active means inhibition above about 34%, passing the limit was not always enough;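 further: antagonist mode with CXCL16 agonist at 10 nM final; 0% = 10 nM CXCL16 with DMSO and 100% = unstimulated wells without agonist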
# Target sequence (O00574 whole entry, looked up): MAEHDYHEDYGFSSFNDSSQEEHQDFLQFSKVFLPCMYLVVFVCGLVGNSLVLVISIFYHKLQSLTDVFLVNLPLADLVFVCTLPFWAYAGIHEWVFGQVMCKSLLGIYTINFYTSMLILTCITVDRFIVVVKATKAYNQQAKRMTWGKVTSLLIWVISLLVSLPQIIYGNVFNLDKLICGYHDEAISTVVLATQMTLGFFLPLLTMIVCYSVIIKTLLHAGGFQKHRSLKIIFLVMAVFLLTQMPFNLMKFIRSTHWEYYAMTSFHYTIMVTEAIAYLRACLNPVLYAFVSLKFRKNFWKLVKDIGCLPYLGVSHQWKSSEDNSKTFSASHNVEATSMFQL
# A3A deaminase: blocks human APOBEC3A ssDNA deamination; P31941; recombinant A3A, FAM/TAMRA ssDNA deamination fluorescence; inhibition, % at 20 µM; 0.41% of 330,000 active; AID 493011;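 active means at least 40% inhibition at 20 µM here, with at most 30% in a related deaminase screen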;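 further: plate controls were A3A with DMSO for no effect and wells lacking A3A enzyme for full effect; some results filed as inactive read as strong as hits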
# GRIN3A LBD mod: modulates the human NR3A ligand-binding domain; NR3A LBD differential scanning fluorimetry, Tm shift; 0% = protein alone, 100% = glycine-bound protein; Tm shift relative to glycine control, % at 25 µM; 2.5% of 340,000 active; AID 1259313;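 active means melting temperature shift of at least 10% of the positive control shift, at one fixed dose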
# Gli-Sufu antag: antagonists of Gli-Sufu signaling; Sufu-KO-LIGHT fibroblasts, Gli luciferase reporter luminescence; AID 588413; inhibition, % at 5 µM; 0.74% of 340,000 active;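 active means inhibition above about 55%, limit read from the data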;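 further: 0% = DMSO-treated cells and 100% = wells with medium but no cells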
# A3G deaminase: APOBEC3G (human) deaminase inhibition; 0.28% of 330,000 active; Q9HC16; recombinant A3G, ssDNA deamination FAM/TAMRA fluorescence; inhibition, % at 20 µM; AID 493012;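 active means inhibition of at least 40% at 20 µM, with no more than 30% in the related APOBEC3A deaminase screen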;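 further: plate controls were DMSO wells with A3G for no effect and wells lacking A3G enzyme for full effect; some compounds called inactive have numbers as strong as hits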
# Target sequence (Q9HC16 whole entry, looked up): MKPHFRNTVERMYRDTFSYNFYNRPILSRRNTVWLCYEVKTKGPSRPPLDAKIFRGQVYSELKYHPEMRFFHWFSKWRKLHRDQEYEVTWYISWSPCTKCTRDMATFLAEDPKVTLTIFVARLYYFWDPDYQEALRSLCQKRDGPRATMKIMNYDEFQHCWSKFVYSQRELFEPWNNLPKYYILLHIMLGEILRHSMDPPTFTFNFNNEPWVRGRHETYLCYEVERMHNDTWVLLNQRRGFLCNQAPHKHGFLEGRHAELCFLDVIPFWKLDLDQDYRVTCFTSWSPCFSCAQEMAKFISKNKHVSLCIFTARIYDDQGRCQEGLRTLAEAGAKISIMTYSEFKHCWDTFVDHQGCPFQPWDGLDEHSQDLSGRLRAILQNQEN
# * = called active by the depositor; . = not tested or not shown.
SMILES,EBI2 block,CCR6 antag,MPTP block,CXCR6 inh,A3A deaminase,GRIN3A LBD mod,Gli-Sufu antag,A3G deaminase
CN(C)S(=O)(=O)c1ccc(C(=O)Nc2cccc(C(=O)N3CCOCC3)c2)cc1,-12,-1,-0.9,1,2,-1,4,0
CCC(=O)N1CCc2cc(S(=O)(=O)NC(C(=O)NCc3ccc(C)cc3)C(C)C)ccc21 (centres undefined),1,-5,-0.6,-11,5,1,-1,-1
CCn1nc(C)c(NS(=O)(=O)c2ccc(C)cc2)c1C,0,9,2.1,-2,0,-2,10,-1
CC(=O)N[C@@H](C)C(=O)N1CCN(S(=O)(=O)c2ccc(Cl)cc2)CC1,0,-6,0.5,-7,-3,-1,-2,-7
N#C/C(=C\c1ccc(O)cc1)c1nc2ccccc2o1,2,40,87*,23,-1,8,1,-9
CC(Oc1cccc(Br)c1)C(=O)NNC(=O)CCS(=O)(=O)c1ccccc1 (centres undefined),3,3,-0.2,5,-3,-1,2,-6
COc1ccc(CCN2CC(C(=O)NCc3cnn(C(C)C)c3)CCC2=O)cc1 (centres undefined),-2,2,0.6,-4,4,1,-3,-3
COC(=O)/C=C1\N/C(=N\c2nc(C)cc(C)n2)N(c2ccc(C)cc2)C1=O,0,5,2.6,2,-1,-1,-1,-3
CSc1ccc(S(=O)(=O)N2CCC(C(=O)NCc3ccco3)CC2)cc1,2,7,-1.0,-4,2,-1,-4,-5
O=[N+]([O-])c1ccccc1OCC(O)CN1CCN(CC(O)COc2ccccc2[N+](=O)[O-])CC1 (centres undefined),-9,-5,-0.9,-9,-1,0,22,3
O=c1[nH]c2ccc(NC(=S)Nc3ccccc3)cc2[nH]1,-2,7,-1.3,-10,0,-1,-12,0
CCOc1cc(S(=O)(=O)NCC2CCCO2)ccc1F (centres undefined),5,5,1.3,-1,-6,0,3,-2
COc1cccc(C2C(C(=O)c3cc4ccccc4o3)=C(O)C(=O)N2CCN2CCOCC2)c1 (centres undefined),-9,19,-0.7,-7,-1,3,-4,0
O=C(Oc1ccc(Br)cc1C(=S)N1CCCC1)c1ccccc1F,-40,16,1.1,0,-3,2,0,-1
COc1ccc(-c2[nH]c3ccccc3c2SCCN)cc1,-3,14,3.0,-3,0,0,-15,-3
CCOc1cc(CNC(CC)CO)ccc1OCC(=O)Nc1cccc(C(F)(F)F)c1 (centres undefined),0,17,2.1,-10,2,5,19,0
COc1cc(CC(C#N)(CO)c2nc3ccccc3[nH]2)ccc1OC(F)F (centres undefined),-5,5,2.9,-6,-3,-2,9,-4
COc1ccc2nc(NC(=O)CSc3ccccc3)sc2c1,15,6,0.4,2,0,31*,-25,-7
CN1CCN(CC(=O)Nc2ccc(S(=O)(=O)N(C)C)cc2)CC1,-1,-12,-0.9,-1,0,-1,8,-3
Cc1ccc(N(C)C(=O)N2CCN(S(=O)(=O)c3c(C)cc(C)cc3C)CC2)cc1,23,16,6.2,7,-4,3,-5,-6
CC(C)CN(C(=O)c1ccc2c(c1)OCO2)C1CCS(=O)(=O)C1 (centres undefined),5,10,-0.5,-1,1,0,-3,2
N#CCC(=O)N/N=C/c1cn(Cc2ccccc2C#N)c2ccccc12,-8,-3,-0.1,-6,56*,10,1,18
CCCCn1c(N)c(N(CC(C)C)C(=O)c2ccc(C)o2)c(=O)[nH]c1=O,-4,6,-0.8,-8,1,0,-2,-6
O=C(c1ccc(S(=O)(=O)N2CCCCCC2)cc1)N1CCN(c2ccccc2F)CC1,15,6,-2.2,-1,-5,1,17,-2
Nc1nc(CN2CCN(C(c3ccccc3)c3ccccc3)CC2)nc(Nc2ccccc2)n1,23,3,-3.9,2,-2,-5,-2,-4
CCCn1c(=O)[nH]c(=O)c2c1nc(-c1cc([N+](=O)[O-])ccc1Cl)n2CCOC,4,-2,1.4,-9,-3,0,-8,-5
N#CCC(=O)Nc1ccc(C(=O)NNC(=O)CCN2CCN(c3ccccc3)CC2)cc1,-1,5,-2.3,-12,1,0,-3,-4
CN(Cc1ccc(F)cc1)C(=O)C(Cc1ccccc1)NC(=O)c1ccccc1 (centres undefined),7,-3,-1.0,-13,3,-2,2,-4
COc1ccc(-n2nc(C(=O)NCC(=O)NCc3ccco3)c3ccccc3c2=O)c(OC)c1,6,-4,-0.7,5,-1,1,2,-5
O=C(CS(=O)(=O)c1cn(Cc2ccc(F)cc2)c2ccccc12)N1CCCCC1,41,11,1.6,1,3,-1,12,-1
Cn1c(=O)c2c(nc(N3CCCCCC3)n2CC(O)COc2ccccc2)n(C)c1=O (centres undefined),-5,5,0.1,-6,-1,1,5,1
COc1ccc(N2CCN(C(CNC(=O)OCc3ccccc3)c3ccco3)CC2)cc1 (centres undefined),2,2,0.3,-1,0,-1,10,-2
CCOC(=O)C1CCN(C(=O)c2cc(S(=O)(=O)N3CCc4ccccc43)ccc2OC)CC1,2,11,-1.6,6,-5,0,12,-9
CCOc1ccc(-n2c(SCc3ccc(C#N)cc3)nnc2-c2cccnc2)cc1,3,15,-1.0,6,3,-6,95*,0
CCOC(=O)C(NC(C)=O)(Nc1ccc(S(=O)(=O)Nc2cc(C)nc(C)n2)cc1)C(F)(F)F (centres undefined),-4,-10,0.5,-4,-2,0,3,-2
COC(=O)c1ccc(CC(=O)c2ccc(O)cc2O)o1,-4,-13,-8.4,-9,-10,-1,-97,0
COC(=O)C1CCN(S(=O)(=O)c2cn(C)c(=O)n(C)c2=O)CC1,-2,4,-0.7,4,0,0,0,2
Cc1nn(CC(=O)NCC2CCCO2)c(C)c1[N+](=O)[O-] (centres undefined),1,3,0.5,3,-2,0,-10,-2
NS(=O)(=O)c1ccc(CCNC(=O)C2CCN(S(=O)(=O)c3ccc(Br)s3)CC2)cc1,-7,13,-0.6,-7,0,13*,-4,-7
O=C(O)C1=NN(c2c(F)c(F)cc(F)c2F)C(=O)CC1,-14,-1,-0.6,-6,3,-2,-7,-1
O=C(/C=C/c1ccco1)NCC(=O)N/N=C/c1ccc([N+](=O)[O-])cc1,6,-23,3.8,-4,-2,-1,-8,-1
O=C(COC(=O)Cc1c(Cl)cccc1Cl)NC1CCCC1,7,3,-0.2,6,-4,1,-2,-4
Cc1ccc(NC(=O)COC(=O)CN2C(=O)C3CCCCC3C2=O)cc1C (centres undefined),-3,-11,-1.1,-4,0,10,-10,-8
CCCC1(c2ccccc2)NC(=O)N(CC(=O)NCc2ccc(OC)cc2)C1=O (centres undefined),-4,8,6.4,-4,0,-1,1,-2
C=CCn1c(SCC(=O)N2CCN(c3ccccc3)CC2)nc2c([nH]c3ccccc32)c1=O,-5,0,-2.3,2,-1,2,11,-2
CC(/C=N/NC(=O)CSc1n[nH]c(=O)[nH]c1=O)=C\c1ccccc1,1,-9,1.6,3,-10,-3,8,-8
COc1ccc(N(CN2C(=O)C3CCCCC3C2=O)C(=O)c2ccco2)cc1 (centres undefined),-8,15,2.1,5,0,-2,5,-2
CCCCn1nnnc1NCc1cccc(OC)c1OC,-4,-4,-2.1,4,-1,4,3,-2
COc1cc(C(=O)NNC(=S)NC(=O)c2ccc(F)cc2)cc(OC)c1OC,-14,5,-3.7,17,-5,1,57*,-11
COc1ccc(N(Cc2cc3cccc(C)c3[nH]c2=O)S(=O)(=O)c2ccc(OC)cc2)cc1,6,19,1.3,2,-4,4,-5,-6

# Carrying on.
SMILES,EBI2 block,CCR6 antag,MPTP block,CXCR6 inh,A3A deaminase,GRIN3A LBD mod,Gli-Sufu antag,A3G deaminase
CCOC(=O)c1c(-c2ccccc2)csc1NC(=O)CCN1CCOCC1,-3,3,0.3,1,-3,-4,-1,-8
CCN(Cc1nc2ccccc2c(=O)[nH]1)C(=O)c1cccc(OCc2c(C)noc2C)c1,3,9,1.2,3,-1,0,14,0
CCn1c(CNc2ccc(C)cc2)nnc1SCC(=O)NCc1ccccc1,0,6,1.9,-7,2,2,-28,-1
O=C(c1ccc(CNc2c(NC3CCCCC3)c(=O)c2=O)cc1)N1CCc2ccccc21,-5,21,0.9,1,.,1,1,.
Cc1cc(=O)oc2cc(OCC(=O)NC(Cc3c[nH]c4ccc(O)cc34)C(=O)O)c(Cl)cc12 (centres undefined),-9,20,0.2,1,3,-2,6,10
CC(=O)c1ccc(OCCOc2ccc([N+](=O)[O-])cc2)cc1,-14,-4,-1.6,-7,-2,-1,4,-4
O=C(Cn1cc([N+](=O)[O-])cn1)NCCc1c[nH]c2ccccc12,0,2,0.2,-1,-2,0,-7,-4
CCOC(=O)c1sc(N)nc1C(F)(F)F,-10,-1,-1.1,-3,.,6,1,.
CCN1C(=O)C(CC(=O)NC)N(NC(=O)c2ccccc2)C1=S (centres undefined),2,10,-0.2,-1,0,-10,-1,-5
CC(=O)N1N=C(c2cccs2)CC1c1ccco1 (centres undefined),-12,7,0.2,-10,-5,1,-4,-7
COc1ccc2ccccc2c1C1NC(=O)NC(C)=C1[N+](=O)[O-] (centres undefined),2,5,-0.5,-9,-5,0,-7,-9
O=C(CCCCCNc1nc(=S)[nH]c2ccccc12)NCCc1ccccc1,7,11,0.6,2,-1,-2,-4,-1
Cn1cccc1CC(=O)NNC(=O)Nc1cccc(Cl)c1,-7,-3,7.9,-5,-5,-1,-2,-4
Cc1ccc2c(n1)sc1c(N)ncnc12,-3,3,-0.3,3,-1,-1,0,0
CSc1nc(-c2ccccc2)nn1C(=O)c1ccco1,-1,-12,-1.8,-16,1,-1,-4,0
CC(NC(=O)CCNC(=O)c1ccccc1Cl)c1ccc(-n2ccnc2)cc1 (centres undefined),8,17,0.6,-14,4,0,8,5
O=S(=O)(NCC1CCCO1)c1cccc(S(=O)(=O)N2CCCC2)c1 (centres undefined),3,7,0.0,-2,-6,1,6,-7
Cc1c(C(=O)N(CC(C)C)c2c(N)n(Cc3ccccc3)c(=O)[nH]c2=O)sc2nc3n(c(=O)c12)CCC3,-6,-4,-0.1,-8,-1,0,-2,-6
CN(CC(=O)Nc1ccc(F)cc1)C(=O)CNC(=O)C1CCCCC1,6,6,0.3,10,-5,0,-5,-6
CC(=O)Nc1ccc(NC(=O)c2cc(-n3cnnc3)ccc2Cl)cc1,-8,-6,-1.8,-2,-1,-1,-11,-4

# Structures shown so far with bromine:
SMILES,EBI2 block,CCR6 antag,MPTP block,CXCR6 inh,A3A deaminase,GRIN3A LBD mod,Gli-Sufu antag,A3G deaminase
CC(Oc1cccc(Br)c1)C(=O)NNC(=O)CCS(=O)(=O)c1ccccc1 (centres undefined),3,3,-0.2,5,-3,-1,2,-6
O=C(Oc1ccc(Br)cc1C(=S)N1CCCC1)c1ccccc1F,-40,16,1.1,0,-3,2,0,-1
NS(=O)(=O)c1ccc(CCNC(=O)C2CCN(S(=O)(=O)c3ccc(Br)s3)CC2)cc1,-7,13,-0.6,-7,0,13*,-4,-7

# Next results
SMILES,EBI2 block,CCR6 antag,MPTP block,CXCR6 inh,A3A deaminase,GRIN3A LBD mod,Gli-Sufu antag,A3G deaminase
CCOC(=O)C1(CCOc2ccccc2)CCN(Cc2ccc(O)c(OC)c2)CC1,-3,11,2.6,-3,-7,-1,27,16
COc1ccc(-c2c([C@H]3[C@H]4C=CC[C@@H](C)[C@@H]4C(=O)N3Cc3ccccc3)ccc3ccccc23)cc1,11,13,-0.7,6,-6,0,0,-10
CCN1C(=O)C(C)S/C1=N\S(=O)(=O)c1ccc(F)cc1 (centres undefined),-14,11,-1.4,-23,2,-15,-5,-2
COc1ccccc1CN1CC(C(=O)NCc2cccnc2)CC1=O (centres undefined),-7,2,-1.0,-9,-3,-2,-3,0
CC1(C)OC(=O)N(CCc2ccccc2)C1(C)O (centres undefined),-5,10,-2.7,-6,-1,2,-6,-4
CCN(CC)c1ccc(NC(=O)CCNC(=O)c2ccco2)cc1,-4,9,-0.1,3,0,-1,-11,0
COc1ccc(C(CNC(=O)c2ccc(-c3ccccc3Cl)o2)N2CCOCC2)cc1 (centres undefined),19,6,-2.9,3,-4,-2,19,-6
CC(C)c1ccc(CN2CCN(C(=O)CSc3nnnn3C3CC3)CC2)cc1,-1,13,0.7,-9,1,3,6,-8
